BaF3 tox – parental Ba/F3 viability inhibition as JAK2V617F counter-screen; CellTiter-Glo ATP luminescence; inhibition, % at 5.6 µM; 220,000 compounds, 1.1% hits; AID 1486;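 active = inhibition above a per-campaign cutoff, the mean inhibition of all tested compounds plus 3 SD, cut at about 27% in these data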;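 also: 0% = DMSO wells and 100% = JAK Inhibitor I control wells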
Wee1 degr inh – human Wee1 degradation inhibition, primary screen | P30291 | HeLa Luc-Wee1K328M stability, luciferase luminescence; 100% = proteasome inhibitor MG132 effect | reporter increase, % at 5 µM | 220,000 compounds, 1.2% hits;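 active = activation above the mean of all tested compounds plus 3 SD, set per screening run, cut at about 8.8% in these data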;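 also: cells exposed to compound for 20 h before luminescence read; 0% = DMSO alone and 100% = MG132 at 30 µM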
Target sequence (P30291 whole entry K328M): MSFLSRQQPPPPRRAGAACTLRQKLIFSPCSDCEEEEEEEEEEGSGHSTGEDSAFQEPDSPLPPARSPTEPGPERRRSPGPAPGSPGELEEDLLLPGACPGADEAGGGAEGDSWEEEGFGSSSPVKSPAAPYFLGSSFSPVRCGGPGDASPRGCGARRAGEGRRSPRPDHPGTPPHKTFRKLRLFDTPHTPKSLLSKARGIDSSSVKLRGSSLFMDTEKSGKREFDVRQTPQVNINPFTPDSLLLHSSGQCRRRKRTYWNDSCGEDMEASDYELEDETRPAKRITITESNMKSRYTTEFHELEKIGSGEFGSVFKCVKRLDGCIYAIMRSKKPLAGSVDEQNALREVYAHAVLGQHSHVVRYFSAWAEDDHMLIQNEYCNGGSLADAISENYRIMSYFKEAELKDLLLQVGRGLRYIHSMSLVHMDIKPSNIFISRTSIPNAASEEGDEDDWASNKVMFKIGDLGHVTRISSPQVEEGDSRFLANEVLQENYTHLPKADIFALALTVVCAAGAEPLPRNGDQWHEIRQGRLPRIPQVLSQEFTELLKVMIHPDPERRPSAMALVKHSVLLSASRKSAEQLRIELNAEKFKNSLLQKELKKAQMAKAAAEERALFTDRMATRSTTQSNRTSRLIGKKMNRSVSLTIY
RBBP9 inhibitor – human RBBP9 hydrolase inhibition. recombinant RBBP9, FP-Rh probe fluorescence polarization. inhibition, % at 7.94 µM. 220,000 compounds, 0.2% hits. AID 1515;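 active = inhibition above the campaign mean of all tested compounds plus 3 SD, cut at about 14% in these data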;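 also: plate controls were DMSO wells with RBBP9 for no effect and wells lacking RBBP9 protein for full effect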
Target sequence (O75884 whole entry, looked up): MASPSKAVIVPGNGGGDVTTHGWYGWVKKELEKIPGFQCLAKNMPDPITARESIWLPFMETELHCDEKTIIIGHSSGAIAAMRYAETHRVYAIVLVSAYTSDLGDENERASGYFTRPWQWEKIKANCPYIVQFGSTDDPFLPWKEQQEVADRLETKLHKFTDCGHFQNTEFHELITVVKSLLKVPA
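Measured by: FP readout at 525/598 nm; material: recombinant human RBBP9; also added: Serine-hydrolase probe FP-Rh, 375 nM pre-mixing; medium: Tris buffer pH 8.0, NaCl, Pluronic; replication: one well per compound; doses: one concentration, 7.94 µM nominal, 0.794% DMSO; timing: preincubation 30 min plus labeling 45 min at 25 °C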
TNF necrop inh – TNF-alpha cell death inhibition in Jurkat FADD-/- cells; Jurkat FADD-/- TNF necroptosis rescue, ATP luminescence, 24 h; 0 = TNF only, 100 = no-TNF cells; activation (protection from cell death), % at 10 µM; 220,000 compounds, 0.068% hits; AID 463075;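 active = activation, meaning protection from cell death, of at least 50% relative to plate controls; inactive = activation below 50%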;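 also: necroptosis triggered by 40 ng/mL TNF-alpha added together with compound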
CHOP inhibitor – inhibitors of CHOP induction in ER stress response. CHO-K1 CHOP-promoter luciferase, tunicamycin-induced, 15-18 h. inhibition, % at 10 µM. 220,000 compounds, 3.8% hits. AID 2732;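 active = compounds that reduced the stress-induced luciferase reporter signal by more than about 70% of percent inhibition, limit read from the data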;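 also: 0% = tunicamycin plus vehicle and 100% = wells without tunicamycin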
TRPML3 agonist – human mucolipin-3 channel agonism; 220,000 compounds, 0.29% hits; HEK293 TRPML3-YFP, Fluo-8 calcium fluorescence; 100% = the carbachol control signal; Q8TDD5; activation, % at 3 µM;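 active = activation above its plate's cutoff, the mean activation of the plate's test wells plus 3 SD, cut at about 12% in these data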;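 also: 0% = DMSO only wells and 100% = carbachol wells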
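Material: HEK293 cells stably carrying human TRPML3-YFP; compound dosing: single dose, 3 µM final nominal compound, 0.3% DMSO final; incubation: 1-h 37 °C dye load, 5-s basal, 120-s post-compound reads; technique: Fluo-8 intracellular calcium fluorescence, excitation 470-495 nm, emission 515-575 nm; read-out basis: percent activation from peak-to-basal fluorescence ratio, scaled between DMSO and carbachol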
Ba/F3 V617F tox – reduce viability of Ba/F3 cells dependent on JAK2V617F; Ba/F3 EpoR-JAK2V617F viability, ATP luminescence; inhibition, % at 5.6 µM; 220,000 compounds, 1.1% hits; AID 1446;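 active = inhibition above the campaign mean plus 3 SD over all tested compounds, cut at about 24% in these data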;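 also: cytokine-independent growth of Ba/F3 cells driven by EpoR plus mutant JAK2; 0% = DMSO-treated cells and 100% = JAK inhibitor I control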
PPC-1+TRAIL kill – compounds killing PPC-1 cancer cells with TRAIL present (potentiator screen, no TRAIL-free arm); PPC-1 cells + TRAIL, ATPLite viability luminescence; AID 1443; 220,000 compounds, 0.41% hits; cell killing (% activity), % at 4 µM;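 active = cell killing above 50% in the first pass at 4 µM, then a duplicate retest at 5 µM averaging 50% or more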;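 also: plate controls were cells with TRAIL plus DMSO for no effect and medium-only wells lacking cells for full effect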
TRPN1 ag – agonists of zebrafish TRPN1 channel; activation, % at 3 µM; AID 1424; HEK293 zebrafish TRPN1-YFP, Fluo-8 calcium fluorescence; 100% = response to 87 µM carbachol; 220,000 compounds, 0.18% hits;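 active = activation above its plate's cutoff, the mean activation of test wells on that plate plus 3 SD, cut at about 19% in these data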;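 also: 0% = DMSO alone and 100% = 87 µM carbachol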
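Assay system: Zebrafish TRPN1-YFP in HEK293 cells | Incubation: Dye loading 1 h at 37 °C, then 30 min room temperature | Measured by: Kinetic Fluo-8 fluorescence, ex 470-495, em 515-575 nm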
* hit, by the source's call; x = no result given; & = joins results of further samples.

No.	mol	BaF3 tox	Wee1 degr inh	RBBP9 inhibitor	TNF necrop inh	CHOP inhibitor	TRPML3 agonist	Ba/F3 V617F tox	PPC-1+TRAIL kill	TRPN1 ag
1	C=CCNC(=S)NC(=O)c1oc2ccccc2c1C	11	-1	-3	-0.7	-20	0.6	6	19	-0.7
2	N/C(=N\OC(=O)c1cccnc1)c1ccccc1Cl	5	-1	-4	-1.9	13	0.3	1	x	0.5
3	O=C(O)Cn1c(P(=O)(O)c2ccccc2)nc2ccccc21	0	-3	-5	0.9	-29	0.3	5	2	0.6
4	COc1ccc(CCC(=O)NC2=NCCS2)cc1OC	5	1	-11	0.0	7	0.8	-2	14	-1.3
5	O=C(Nc1nnc(SCc2ccc(F)cc2)s1)C1CC(=O)N(Cc2ccccc2)C1 (centres undefined)	6	0	4	2.2	28	0.1	-1	1	0.8
6	CCOC(=O)c1c(C)noc1-c1ccc(Br)o1	-2	7	-12	-2.6	-7	0.0	-1	0	-0.7
7	COc1ccccc1N1C(=S)N=C(Nc2c(C)cccc2C)C12CCCC2	2	2	-8	-1.7	7	-1.2	0	-5	-3.0
8	Cc1cc(OCC(=O)N2CCCCCC2)ccc1[N+](=O)[O-]	5	3	-11	1.9	10	0.4	2	-1	-0.7
9	CC(C)(C)OC(=O)N1CC=C2C(C#N)=C(N)C(C#N)(C#N)[C@H](c3cccnc3)[C@H]2C1	5	0	1	-0.3	-22	0.7	0	11	2.9
10	CC1CCc2c(sc3nc(SCC(=O)O)n(-c4ccccc4)c(=O)c23)C1 (centres undefined)	1	-2	-3	2.5	2	0.3	0	5	1.9
11	Cc1nnc(SCC(=O)c2ccc([N+](=O)[O-])cc2)s1	5	0	-3	0.4	-8	0.4	-1	18	-0.5
12	CCN(CC)c1ccc(NC(=O)c2ccccc2Br)cc1S(=O)(=O)Nc1ccccc1OC	4	2	-25	1.4	18	0.4	2	18	2.3
13	CC(=O)N1CCC(=NNc2ncc(C(F)(F)F)cc2Cl)CC1	8	-2	-11	-0.5	2	-0.8	6	16	1.2
14	CSC1=C(C#N)C(=O)NC(c2ccccc2O)S1 (centres undefined)	2	0	1	1.2	-12	-0.2	-2	6	-0.9
15	Nc1ccccc1SSc1ccccc1N	2	4	-11	-15	-2	0.1	3	2	1.3
16	Nc1ccc(N=Nc2ccccc2)c(N)n1	4	-3	-10	0.3	-12	0.6	3	21	-0.7
17	COc1cc(/C=N/O)ccc1OCc1ccc([N+](=O)[O-])cc1	9	0	-7	0.0	2	0.1	-1	3	1.2
18	Cc1c(/C=N/NC(=O)c2cccnc2)c2ccccn2c1C(=O)c1ccc(F)cc1	7	0	-16	0.2	-12	0.0	3	10	1.1
19	CCc1cccc2c3c([nH]c12)C(CC)(CC(=O)O)OCC3 (centres undefined)	3	0	3	1.0	28&5	0.1	-4	1	-2.0
20	Cc1ccccc1-n1nnnc1SCC(N)=O	3	0	-4	-0.8	7	0.7	1	7	0.6
21	CC1(C)CNc2cc(N)ccc2S1	2	-2	-5	-1.1	2	0.0	2	7	0.1
22	Cn1c(=O)[nH]c(=O)c2c1nc(Br)n2C/C=N/NC(N)=S	0	-2	-6	1.6	-6	-0.2	-4	-2	0.3
23	CC(C)Oc1ccc2nnnn2n1	6	1	-10	0.8	9	0.7	0	-9	1.4
24	N/C(=N\OC(=O)Nc1ccc(Cl)c(Cl)c1)c1ncc(C(F)(F)F)cc1Cl	1	3	-7	-1.1	88*	0.1	-3	22	-0.4
25	CCOC(=O)C1=C(C)N(CC)C(=S)NC1c1ccc(Cl)cc1 (centres undefined)	6	-2	-9	1.4	16	-0.3	-1	1	-2.0

Part of the list above in order of length of the SMILES, largest number first:
No.	mol	BaF3 tox	Wee1 degr inh	RBBP9 inhibitor	TNF necrop inh	CHOP inhibitor	TRPML3 agonist	Ba/F3 V617F tox	PPC-1+TRAIL kill	TRPN1 ag
13	CC(=O)N1CCC(=NNc2ncc(C(F)(F)F)cc2Cl)CC1	8	-2	-11	-0.5	2	-0.8	6	16	1.2
14	CSC1=C(C#N)C(=O)NC(c2ccccc2O)S1 (centres undefined)	2	0	1	1.2	-12	-0.2	-2	6	-0.9
21	CC1(C)CNc2cc(N)ccc2S1	2	-2	-5	-1.1	2	0.0	2	7	0.1

Back to the main list, repeating the 2 entries before the break.
No.	mol	BaF3 tox	Wee1 degr inh	RBBP9 inhibitor	TNF necrop inh	CHOP inhibitor	TRPML3 agonist	Ba/F3 V617F tox	PPC-1+TRAIL kill	TRPN1 ag
24	N/C(=N\OC(=O)Nc1ccc(Cl)c(Cl)c1)c1ncc(C(F)(F)F)cc1Cl	1	3	-7	-1.1	88*	0.1	-3	22	-0.4
25	CCOC(=O)C1=C(C)N(CC)C(=S)NC1c1ccc(Cl)cc1 (centres undefined)	6	-2	-9	1.4	16	-0.3	-1	1	-2.0
26	CC(C)NS(=O)(=O)c1ccc(NC(=O)NC2CCCCC2)cc1	7	3	-2	1.3	35	1.7	-2	7	3.7
27	CCOC(=O)/C(CCC[N+](C)(CC)CC)=N\O	1	2	-1	1.2	9	0.9	-2	40	1.0
28	Cc1cc(CNC(=O)CC2C(=O)NCCN2Cc2ccc(-c3ccccc3)cc2)nn1C (centres undefined)	1	0	0	-0.3	25	-0.1	-2	-19	0.3
29	O=C(CN1C(=O)NC2(CCCC2)C1=O)N1CCN(C(=O)c2ccco2)CC1	-3	-6	-10	-3.3	-17	0.5	-1	4	0.5
30	N#CC(c1ccccc1O)N1N=C(c2ccccc2)CC1c1ccccc1 (centres undefined)	-2	0	-5	-17	97*	1.2	0	-18	1.6
31	Cn1c(C(=O)N(Cc2ccccc2)Cc2ccccn2)cc2sccc21	1	-2	0	-6.2	15	-0.1	-1	2	0.9
32	Nc1ncnc(Nc2cc(Cl)cc(Cl)c2)c1[N+](=O)[O-]	10	2	-7	1.3	11	0.7	-2	10	2.3
33	CCS(=O)(=O)c1nc2ccccc2n1CC(=O)N1CCOCC1	3	-2	2	-2.0	-9	0.7	2	10	1.3
34	Nc1ccc(S(=O)(=O)N2CCCC2)cc1Cl	-4	-1	-7	1.9	18	0.4	-1	-7	0.0
35	O=C(NCC(O)CO)c1ccc2[nH]c3ccccc3c2c1 (centres undefined)	-1	4	-1	-0.3	-15	0.7	-3	6	0.0
36	COC(=O)CSc1nc(-c2ccccc2)nc2ccccc12	10	3	-4	1.1	-18	-0.2	1	-10	-0.4
37	CC(C)COc1ccc(C(=O)N2C(=O)c3ccc(N)cc3C2=O)cc1	-2	5	-4	1.1	0	-0.4	-2	0	0.8
38	OCC(C#CCN1CCCCC1)NCc1ccccc1 (centres undefined)	5	1	-6	1.3	19	1.1	-4	-4	-0.7
39	O=C(CCc1nnc(COc2ccccc2)o1)NC1(c2ccccc2)CC1	-1	4	-5	1.0	27	-0.7	-3	-13	-0.3
40	COc1ccc(C2CC(c3ccccc3)=NN2C(=O)COC(=O)COc2ccccc2)cc1 (centres undefined)	4	-2	0	6.8	-12	0.7	-2	9	2.0
41	O=C(COc1ccccc1-c1ccccc1)NCCN1C(=O)S/C(=C\c2cccnc2)C1=O	5	4	-7	-2.2	4	0.7	0	7	0.8
42	CC(C(=O)Nc1cccnc1)C1Sc2ccccc2NC1=O (centres undefined)	2	-1	2	0.4	-15	0.5	-7	11	0.4
43	O=C(NCCSCc1ccc(Cl)cc1)c1cccs1	3	3	-7	0.2	-6	-1.8	0	8	-3.2
44	Cc1cc(C)cc(N(CCC#N)C(=O)CSC2=Nc3ccccc3C3CC=NN23)c1 (centres undefined)	1	9.9*	1	-1.3	17	0.7	-3	6	2.0
45	CSc1nc(C)cc(-n2ccc(=O)[nH]c2=O)n1	-1	2	-13	0.8	31	1.5	2	4	-0.1
46	Cc1cc(Br)ccc1SCC(=O)OCC(=O)NCc1ccco1	1	0	-5	-1.0	15	-1.7	-1	-6	-3.2
47	Cc1c(NC(=S)NC(=O)c2ccco2)cccc1-c1nc2ncccc2o1	-1	-1	-1	2.1	-1	0.3	1	48	-0.4
48	Cc1sc2ncnc(N=Nc3c(O)[nH]c4ccccc34)c2c1C	12	5	6	2.6	-5	-0.1	4	28	2.2
49	CCOc1ccccc1NC(=O)Cn1c(-c2ccc(Cl)cc2)noc1=O	-2	2	-3	0.5	-8	1.0	-4	18	0.8
50	CCSc1nnc(NC(=O)C2CCCCC2C(=O)O)s1 (centres undefined)	5	2	-8	0.4	14	0.6	0	2	0.0

Another view of some results above:
Every second line gives: BaF3 tox	Wee1 degr inh	RBBP9 inhibitor	TNF necrop inh	CHOP inhibitor	TRPML3 agonist	Ba/F3 V617F tox	PPC-1+TRAIL kill	TRPN1 ag
(48) Cc1sc2ncnc(N=Nc3c(O)[nH]c4ccccc34)c2c1C
  12	5	6	2.6	-5	-0.1	4	28	2.2
(49) CCOc1ccccc1NC(=O)Cn1c(-c2ccc(Cl)cc2)noc1=O
  -2	2	-3	0.5	-8	1.0	-4	18	0.8

Going on with the list:
No.	mol	BaF3 tox	Wee1 degr inh	RBBP9 inhibitor	TNF necrop inh	CHOP inhibitor	TRPML3 agonist	Ba/F3 V617F tox	PPC-1+TRAIL kill	TRPN1 ag
51	Cc1ccc(C(=O)NC(=S)NCC2CCCO2)cc1[N+](=O)[O-] (centres undefined)	6	-1	-4	0.1	1	0.3	0	-16	-0.6
52	CC(C)=CC(=O)Nc1nnc(-c2cccnc2)s1	5	-1	0	2.3	18	1.1	-2	8	1.0
53	COC(=O)COn1c(-n2nc(C)cc2C)nc2ccccc2c1=O	4	6	6	-1.2	5	0.0	0	-6	2.1
54	CCC1OC2(C)OC(=N)C1(C#N)C(C#N)(C#N)C2c1ccccc1 (centres undefined)	10	0	3	0.7	-9	0.6	3	17	1.0
55	CC(C)=CCN1CCN(Cc2cccn2-c2ccccn2)CC1CCO (centres undefined)	3	0	-7	0.2	-2	0.5	-3	26	1.5
56	O=C(NC1CCCCCC1)C(=S)N1CCOCC1	6	0	3	0.7	0	0.1	-2	-3	2.0
57	COC(=O)c1ccc(CN2C(=O)NC(CC(C)C)C2=O)cc1 (centres undefined)	9	6	4	1.6	-13	0.4	5	4	-0.3
58	C=CC[N+](C)(C)CCCNC(=O)/C=N/O	4	0	-9	0.3	-1	-0.1	2	46	1.2
59	COc1cc(S(=O)(=O)N2CCCC2)c(C)cc1C	7	2	-3	-0.5	12	0.1	1	9	-1.7
60	COc1ccc(S(=O)(=O)NCCc2ccccc2)cc1	4	4	1	2.4	-37	0.1	3	-13	-0.7

Source: PubChem BioAssay
